Tb PGK inh: qHTS Assay to Find Inhibitors of Phosphoglycerate Kinase. Phosphoglycerate kinase, glycosomal (Trypanosoma brucei brucei), P07378. PGK/GAPDH coupled, Kinase-Glo luminescence, 60 min. Potency, µM (series often up to 57.5 µM), for the others: at the highest dose activity change, negative = inhibition, hits mostly inhibitors. hit rate 0.043% among 380,000; also: potency is read from the fitted curve at half-maximal effect; % is scaled to controls: 0 for no effect and ±100 for the full control effect; nearly all actives have a fitted effect of over 60% in size
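Recombinant glycosomal PGK reaction used 1,3-bisphosphoglycerate generated in-well by GAPDH (100nM final) in 100mM TEA pH 7.6, 5mM MgCl2, 0.01% Tween-20. After 60 minutes at room temperature, ATP was read by Kinase-Glo Plus luminescence end-point.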
Apoferritin bind: qHTS Assay for Identification of Novel General Anesthetics; Ferritin light chain (Equus caballus), P02791; apoferritin/1-aminoanthracene competitive binding, fluorescence; Potency, µM (doses to about 77.5 µM), without a hit: top-dose activity change, negative = displacement, usual class: inhibitors; hit rate 0.074% among 350,000; AID 485281, 2010; also: potency is read from the fitted curve at half-maximal effect; % is scaled to controls: 0 for no effect and ±100 for the full control effect; nearly all actives have a fitted effect of over 20% in size
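In PBS, apoferritin at 10 uM is loaded with 1-AMA from a 50% saturated solution. After 10 min of compound exposure at ambient temperature, reduced 535 nm fluorescence indicates probe displacement.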
BLM inh: qHTS Assay for Inhibitors of Bloom's syndrome helicase (BLM) | recombinant BLM DNA unwinding, fluorescence dequenching | hit rate 0.2% among 350,000 | AID 2528, 2010 | Potency, µM (doses to about 56.1 µM), without a hit: at the highest dose activity change, negative = inhibition, most hits filed as inhibitors;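 also: potency is read from the fitted curve at half-maximal effect; plate controls were vehicle for no effect and no enzyme for full effect; nearly all actives have a fitted effect of over 35% in size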
POLB inh: qHTS Assay for Inhibitors of DNA Polymerase Beta; P06746; Pol beta primer extension/strand displacement, fluorescence kinetic; Potency, µM (top dose mostly 114 µM), inactives show top-dose activity change, negative = inhibition, most hits filed as inhibitors; hit rate 1.3% among 340,000; also: potency is read from the fitted curve at half-maximal effect; % is scaled to controls: 0 for no effect and ±100 for the full control effect
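Kinetic readout of DNA synthesis with strand displacement by Pol beta. Compound and 10 nM enzyme sit 15 min at room temperature; 50 nM substrate starts the reaction, read immediately and at 10 min.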
Pol eta inh: qHTS for Inhibitors of Polymerase Eta. AID 588591, 2011. DNA polymerase eta (Homo sapiens), Q9Y253. hit rate 1.2% among 390,000. Potency, µM (highest dose often 114 µM), without a hit: at the top dose activity change, negative = inhibition, hits mostly inhibitors. recombinant Pol eta, fluorescent DNA replication assay; also: potency is read from the fitted curve at half-maximal effect; % is scaled to controls: 0 for no effect and ±100 for the full control effect
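Pol eta at 10 nM preincubated with compounds 15 min at room temperature; reaction started with fluorescent substrate (50 nM final) and read kinetically at 0 and 10 min.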
APEX1 inh: qHTS Assay for Inhibitors of the Human Apurinic/apyrimidinic Endonuclease 1 (APE1); recombinant APE1, TAMRA/BHQ-2 abasic DNA cleavage fluorescence; Potency, µM (top dose mostly 65.8 µM), for the others: top-dose activity change, negative = inhibition, hits mostly inhibitors; hit rate 0.35% among 350,000; AID 2517, 2012;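 also: potency is read from the fitted curve at half-maximal effect; plate controls were vehicle for no effect and reference inhibitor for full effect; nearly all actives have a fitted effect of over 55% in size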
Target sequence (P27695 whole entry, looked up): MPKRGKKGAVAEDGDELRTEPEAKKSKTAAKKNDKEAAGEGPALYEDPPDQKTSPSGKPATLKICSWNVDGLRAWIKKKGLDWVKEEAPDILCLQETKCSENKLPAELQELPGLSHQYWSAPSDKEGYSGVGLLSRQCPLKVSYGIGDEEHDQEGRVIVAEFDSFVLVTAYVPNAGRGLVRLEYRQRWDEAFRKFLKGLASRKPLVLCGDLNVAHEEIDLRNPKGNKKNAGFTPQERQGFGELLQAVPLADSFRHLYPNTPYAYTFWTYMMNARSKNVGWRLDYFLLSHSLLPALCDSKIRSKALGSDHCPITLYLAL
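Incision of a quenched TAMRA/BHQ-2 THF abasic-site duplex (50 nM) by 0.75 nM APE1, after 15 min compound preincubation, measured as fluorescence increase over three 60 s reads. Values normalized to buffer, DMSO and NSC13755 control wells.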
RXFP1 antag: qHTS Assay for Antagonists of the Relaxin Receptor RXFP1; HEK293-RXFP1, relaxin-stimulated cAMP HTRF, 30 min; active compounds read low; AID 1259400, 2018; Relaxin receptor 1 (Homo sapiens), Q9HBX9; activity change, negative = inhibition, % at 57.5 µM; hit rate 0.59% among 350,000;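 active = activity change of -60% or lower, but not beyond a set lower limit; inconclusive = change between -60% and -40%, or beyond the set limit; inactive = change above -40%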; also: % is scaled to controls: 0 for no effect and ±100 for the full control effect
Target sequence (Q9HBX9 whole entry, looked up): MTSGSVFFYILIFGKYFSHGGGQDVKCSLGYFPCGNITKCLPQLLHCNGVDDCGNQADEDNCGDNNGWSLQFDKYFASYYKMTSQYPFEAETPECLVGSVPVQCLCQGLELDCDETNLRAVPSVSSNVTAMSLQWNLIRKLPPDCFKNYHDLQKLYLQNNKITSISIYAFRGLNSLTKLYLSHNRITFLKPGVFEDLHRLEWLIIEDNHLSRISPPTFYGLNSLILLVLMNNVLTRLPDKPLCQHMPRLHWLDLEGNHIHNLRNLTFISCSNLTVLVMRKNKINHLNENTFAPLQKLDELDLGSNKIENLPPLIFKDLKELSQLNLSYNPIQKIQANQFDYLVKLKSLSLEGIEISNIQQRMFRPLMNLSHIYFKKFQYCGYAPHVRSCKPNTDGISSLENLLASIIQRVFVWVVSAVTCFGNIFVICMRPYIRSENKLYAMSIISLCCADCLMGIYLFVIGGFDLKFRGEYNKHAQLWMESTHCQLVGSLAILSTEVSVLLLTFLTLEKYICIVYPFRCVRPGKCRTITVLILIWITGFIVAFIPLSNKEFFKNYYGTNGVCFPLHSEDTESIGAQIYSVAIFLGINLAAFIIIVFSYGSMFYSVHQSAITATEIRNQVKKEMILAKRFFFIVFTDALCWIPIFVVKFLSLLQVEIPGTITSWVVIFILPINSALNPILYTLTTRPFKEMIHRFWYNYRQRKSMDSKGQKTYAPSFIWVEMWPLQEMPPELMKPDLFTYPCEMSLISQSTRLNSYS
POLI inh: qHTS for Inhibitors of Polymerase Iota. DNA polymerase iota (Homo sapiens), Q9UNA4. Pol iota fluorescent replication assay, 10 min. Potency, µM (series often up to 115 µM), without a hit: at the highest dose activity, negative = inhibition, most hits filed as inhibitors. hit rate 1% among 390,000; also: potency is read from the fitted curve at half-maximal effect
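Fluorescent replication assay read twice, at 0 min and 10 min after adding 50 nM (final) substrate. Enzyme (10 nM) and compounds were first incubated 15 min at room temperature; enzyme-free buffer wells were negative controls.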
Pol kappa inh: qHTS for Inhibitors of Polymerase Kappa | DNA polymerase kappa (Homo sapiens), Q9UBT6 | purified Pol kappa, fluorescent DNA synthesis assay, 10 min | Potency, µM (doses to about 107 µM), without a hit: at the top dose activity, negative = inhibition, actives largely listed as inhibitors | hit rate 0.53% among 400,000 | AID 588579, 2011; also: potency is read from the fitted curve at half-maximal effect; % is scaled to controls: 0 for no effect and ±100 for the full control effect
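Fluorescent qHTS in 1536-well format: enzyme (10 nM) and compound sat 15 min at room temperature before 50 nM substrate (final) was added. Signal taken at 0 and 10 min; no-enzyme buffer wells were negative controls.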
Starred values were filed as active, the others as inactive; i = inactive; u = inconclusive; x = no result given; & = joins results of further samples; [ ] = dose if it differs, or a comment. Unless noted, calls follow the shape of the dose curve; as a rule, active = well fitted curve in the direction sought with a large enough effect; inconclusive = small, poorly fitted or top-dose-only effect, or another doubt; inactive = no such curve, though single readings can be large; an effect the other way counts as inactive or inconclusive. This is a subset; count on the stated rates, not on these rows.

Below each compound – Tb PGK inh | Apoferritin bind | BLM inh | POLB inh | Pol eta inh | APEX1 inh | RXFP1 antag | POLI inh | Pol kappa inh
COc1ccc(C(=O)NCCC(=O)N2CCC3(CC2)NCCc2[nH]cnc23)cc1
    3% | -2% | 2% | u | -6% | 40% | 15 | -5% | -8%
CNS(=O)(=O)c1cc(S(=O)(=O)NC)c2cccc3c2c1NC3=O
    -6% | 263%[activator] | -11% | u | -1% | -40% | 5 | u | -2%
COc1cccc(Nc2nc(-c3sc(C)nc3C)cs2)c1
    -3% | -8% | -8% | 0% | -21% | -15% | u | -1% | 1%
CN(CC(=O)Nc1ccc(F)c(F)c1F)C(=O)C1CCC1
    -5% | x | x | x | -8% | 19% | 4 | 35%[activator] | 5%
COC(=O)c1c(NC(=O)COC(=O)c2ccc(Cl)cc2[N+](=O)[O-])sc2c1CCCCC2
    i | 5% | 2% | 0% | -8% | -1% | -4 | 6% | -3%
CCOP(=O)(OCC)C(C#N)=C1SCN(c2ccc(Cl)cc2)CS1
    1% | 0% | -4% | 3% | -4% | 10% | 18 | 10% | -2%
CCOC(=O)c1c(S(=O)(=O)Nc2ccc(C)c(F)c2)c(C)n(C)c1C
    -9% | -13% | 0% | 6% | -20% | 51%[activator] | 8 | 20% | -1%
COc1ccccc1NC(=O)c1cc2ccc(O)cc2o/c1=N\O
    -4% | -12% | -19% | -17% | u | -11% | -3 | -12% | -35%
Cc1cc(/C=N/NC(=O)c2cc3ccccc3o2)c(C)n1C
    7% | -1% | -5% | 3% | -20% | -2% | -24 | 48%[activator] | -6%
COC(=O)c1ccccc1Oc1nc(Cl)cc(OC)n1
    i | 0% | 0% | 0% | -16% | 1% | -7 | 12% | 2%

Additional results follow.
Below each compound – Tb PGK inh | Apoferritin bind | BLM inh | POLB inh | Pol eta inh | APEX1 inh | RXFP1 antag | POLI inh | Pol kappa inh
Cc1ccc(N(C)C(=O)c2noc3c2CCCCC3)cc1C
    0% | 6% | -7% | 18% | -1% | x | 9 | -14% | -6%
Cc1ccccc1S(=O)(=O)Cc1ccc(C(=O)NCCCOC(C)C)o1
    i | -6% | 0% | -2% | -3% | -1% | -12 | -1% | 4%
COc1ccc(-n2c(=S)[nH]c3cc(C(=O)NCCCN4CCOCC4)ccc3c2=O)cc1OC
    i | -6% | 1% | 16% | -15% | 0% | 6 | 131%[activator] | 1%
CNC(=O)c1cccc(-n2c(C)nc3cccnc32)c1C
    -2% | -7% | 0% | -8% | -19% | x | -7 | 37%[activator] | -10%
COc1ccc(NC(=O)c2ccc3c(c2)sc2nc(-c4ccc(OC)cc4)cn23)cc1
    -9% | -2% | -13% | 15% | -8% | x | 8 | 10% | -4%
Clc1ccc(-c2csc3ncnc(NCCN4CCOCC4)c23)cc1
    7% | -15% | 2% | -9% | 3% | 3% | -3 | 6% | -4%
CC1CCCCN1C(=O)c1cc(-c2ccc3c(c2)OCO3)on1 (stereo not drawn)
    -2% | -9% | -1% | 36% | -15% | -7% | -13 | 57%[activator] | 1%
O=C(c1ccc(NS(=O)(=O)c2ccc3c(c2)OCCO3)cc1)N1CCCCC1
    -6% | -12% | -9% | -29% | 8% | -2% | 10 | u | -2%
O=C1C(Cc2ccccc2)Nc2ncnc(N3CCN(c4ccccc4)CC3)c2N1Cc1ccccc1 (stereo not drawn)
    -6% | x | x | x | -9% | 11% | x | u | -9%
CCn1c(=O)c2sccc2n2c(CCC(=O)N3CCN(c4ccccc4OC)CC3)nnc12
    5% | 2% | -2% | 10% | -7% | x | x | 7% | -17%

(cont.)
Below each compound – Tb PGK inh | Apoferritin bind | BLM inh | POLB inh | Pol eta inh | APEX1 inh | RXFP1 antag | POLI inh | Pol kappa inh
O=C(NC1CCCCC1)C(c1ccco1)N(Cc1cccnc1)C(=O)C1COc2ccccc2O1 (stereo not drawn)
    -6% | -15% | -1% | -3% | -3% | -8% | 0 | 8% | -7%
COc1cc2c(cc1NC(=O)COC(=O)Cn1cnc3ccccc31)oc1ccccc12
    -2% | 1% | 1% | 9% | 5% | -6% | -3 | 15% | -2%
Cc1cc(Cl)c2oc(C(=O)N3CCN(C4CCS(=O)(=O)C4)CC3)c(C)c2c1 (stereo not drawn)
    -4% | -6% | 2% | 0% | -14% | 42%[activator] | -1 | 2% | -2%
CCN1CCN(c2cc(C)c3cc(NC(=O)/C=C/c4cccc(OC)c4OC)ccc3n2)CC1
    -8% | -16% | -5% | 3% | -6% | x | -3 | 1% | -10%
CCC(Sc1nc2ccccc2o1)C(=O)Nc1nnc(C)s1 (stereo not drawn)
    5% | -5% | -3% | 0% | -18% | 1% | -7 | 180%[activator] | 0%
CCOc1cc(C2c3c(oc4ccc(F)cc4c3=O)C(=O)N2Cc2ccco2)ccc1O (stereo not drawn)
    i | -8% | -8% | -3% | -5% | x | 0 | 1% | -19%
CC(=O)c1c(N2CCOCC2)nc(=S)n(-c2cc(C)ccc2C)c1C
    x | -5% | -5% | 2% | -12% | 11% | -18 | -22% | 3%
O=Cc1cccnc1SCc1ccccc1
    1% | x | x | x | -24% | x | -7 | 8% | -2%
C=CCN(CC=C)C(=O)Nc1cc(Cl)ccc1OC
    i | u | -3% | 12% | -7% | -3% | -1 | 33%[activator] | 6%
CCO/C=C/C(O)(CNC(=O)c1ccc(C(C)(C)C)cc1)C(F)(F)F (stereo not drawn)
    -1% | -17% | 2% | 4% | -18% | 14% | -3 | -9% | 5%

Other results.
Below each compound – Tb PGK inh | Apoferritin bind | BLM inh | POLB inh | Pol eta inh | APEX1 inh | RXFP1 antag | POLI inh | Pol kappa inh
COc1ccc(C)cc1NC(=O)c1noc2c1CSc1ccccc1-2
    -8% | -12% | -7% | -1% | -6% | x | 1 | u | -18%
O=C(NCCCCNC(=O)c1ccccc1Cl)c1ccccc1Cl
    -10% | 3% | -1% | 47% | -5% | 23% | 1 | 14% | 5%
CC(C)CCNc1ncnc2c1cnn2-c1cccc(Cl)c1
    i | 2% | -6% | 8% | -21% | x | -39 | 13% | -13%[60.1 µM]
CN(CC(=O)Nc1cccc(F)c1)C(=O)CN1C(=O)C2CC=CCC2C1=O (stereo not drawn)
    0% | x | x | x | -21% | 5% | -1 | 36%[activator] | -8%
Cc1cc(C)c(S(N)(=O)=O)c(C)c1N(C)S(=O)(=O)c1ccccc1
    -8% | -1% | -1% | 0% | -22% | 3% | 16 | 20% | -4%
Cc1c(CCO)c(=O)n(-c2ccccc2)n1S(=O)(=O)c1ccc(Cl)cc1
    -1% | -11% | -7% | 27% | 9% | 11% | -5 | u | -2%
CC(=O)Nc1ccc2nc(SCC(=O)Nc3ccc(N4CCOCC4)c(Cl)c3)sc2c1
    -6% | u | -3% | 1% | -9% | 2% | -11 | -3% | -11%
CC(C)(C)OC(=O)CNC(=O)c1nc[nH]c1C(=O)N1CCN(C(=O)OC(C)(C)C)CC1
    -9% | -3% | -3% | 110% | -2% | 5% | x | 5% | 9%
COc1cccc(C2C3=C(Nc4[nH]n(-c5ccccc5)c(=O)c42)c2ccccc2C3=O)c1 (stereo not drawn)
    x | -2% | -24% | 10% | x | -7% | x | x | x
CCN(CCO)Cc1csc2cccc(Br)c12
    i | -11% | -7% | 22% | -10% | -1% | x | 14% | -9%

New compounds follow
Below each compound – Tb PGK inh | Apoferritin bind | BLM inh | POLB inh | Pol eta inh | APEX1 inh | RXFP1 antag | POLI inh | Pol kappa inh
Cc1ccc(NC(=O)CSc2nnc(CCCCCNC(=O)OC(C)(C)C)o2)c(C)c1
    -1% | -13% | -10% | 44% | -1% | 10% | -1 | 13% | -11%
O=C(Cn1c(=O)ccc2cc(S(=O)(=O)N3CCCC3)ccc21)NCc1ccc(F)cc1
    -10% | -8% | 1% | 0% | -12% | x | x | 6% | -7%[60.1 µM]
CC(C)(CC1(C)NC(=O)NC1=O)OCc1ccccc1 (stereo not drawn)
    -8% | x | x | x | -2% | x | 0 | 4% | 0%
Cc1ccc(C2=NN(CC(=O)NCCC(C)C)C(=O)CC2)cc1
    -2%&10% | u | -1%&-6% | 6%&-5% | -1%&-6% | -3% | 2&-2 | -9%&-9% | -7%&-14%[60.1 µM]
COc1cc(/C=C/C(=O)OCC(=O)NCc2ccco2)ccc1OCC#N
    -2% | -3% | 1% | 6% | -20% | -3% | -33 | 87%[activator] | 1%
OCCC1CN(Cc2nc3c(s2)CCCC3)CCN1Cc1ccccc1 (stereo not drawn)
    9% | -1% | -3% | 6% | 3% | 2% | -10 | 12% | -2%
COC(=O)N/N=C1/C/C(=N\NC(=O)OC)c2ccccc21
    i | -6% | -10% | -18% | -9% | u | -11 | 5% | 3%
CCCCSc1nc(C)cc(SCC(=O)N/N=C/c2cccc(OC)c2O)n1
    9% | u | -5% | -1% | -16% | -3% | -23 | 5% | -6%
O=C(/C=C/c1ccccc1)Oc1cccc2cccnc12
    0% | -6% | -5% | -1% | -6% | -3% | -7 | 21% | 7%
C=C(C)CNC(=S)Nc1ccc(S(=O)(=O)Nc2cnc3ccccc3n2)cc1
    -9% | 4% | -12% | -2% | -19% | -1% | 6 | 11% | -24%
CCN(CC(=O)NC(C)(C)C)C(=O)CCl
    4% | -6% | 0% | 8% | -26% | 4% | -7 | 36%[activator] | -8%

Some of these compounds in order of their number in POLI inh, highest first.
| canonical_smiles | POLI inh |
| --- | --- |
| C=C(C)CNC(=S)Nc1ccc(S(=O)(=O)Nc2cnc3ccccc3n2)cc1 | 11% |
| COC(=O)N/N=C1/C/C(=N\NC(=O)OC)c2ccccc21 | 5% |
| CC(C)(CC1(C)NC(=O)NC1=O)OCc1ccccc1 (stereo not drawn) | 4% |
